Vif-APOBEC3G blk – blocks the Vif interaction with human APOBEC3G | Q9HC16 | HeLa A3G-eYFP + Vif (tagged APOBEC3G with the HIV-1 protein that degrades it), YFP fluorescence, overnight | Potency, µM (highest dose often 46.1 µM), inactives show at the top dose activity, negative = active, most hits filed as inhibitors | actives 0.076% (n = 410,000) | AID 602310;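 note: potency is the fitted concentration of half-maximal effect; % is set by controls: 0 for no effect and ±100 for the full control effect; nearly all actives have a fitted effect of over 60% in size; hits raise eYFP signal because A3G escapes Vif-driven loss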
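HeLa cells stably expressing Vif and C-terminally eYFP-tagged A3G, seeded overnight at 37 deg C, then exposed to compound by pintool overnight at 37 deg C. Rise in yellow fluorescence (Ex 488/Em 500-530, Acumen) marks blocked Vif-driven A3G degradation.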
GRP78 ERSR act – ER stress response induction in glioma. U87-MG GRP78 promoter luciferase reporter, 16 h. Potency, µM, for inactives: at the top dose activation, most hits filed as activators. actives 0.02% (n = 420,000); note: potency is the fitted concentration of half-maximal effect; series mostly up to about 76 µM; % of control where 0% means no effect; nearly all actives have a fitted effect of over 35% in size
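Stably transfected U87-MG glioma cells carrying a GRP78-based luciferase sensor; 16 h compound incubation. Luminescence end-point read 10 min after Bright-Glo addition at room temperature.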
D1 antag – antagonists of human D1 dopamine receptor; P21728; HEK293 TREx D1 cells, calcium flux, dopamine EC80; hits give low values; activity change, negative = inhibition, % at 10 µM; actives 3.2% (n = 360,000); AID 504652; in the data active = activity change below about -30%; note: % is set by controls: 0 for no effect and ±100 for the full control effect
Target sequence (P21728 whole entry, looked up): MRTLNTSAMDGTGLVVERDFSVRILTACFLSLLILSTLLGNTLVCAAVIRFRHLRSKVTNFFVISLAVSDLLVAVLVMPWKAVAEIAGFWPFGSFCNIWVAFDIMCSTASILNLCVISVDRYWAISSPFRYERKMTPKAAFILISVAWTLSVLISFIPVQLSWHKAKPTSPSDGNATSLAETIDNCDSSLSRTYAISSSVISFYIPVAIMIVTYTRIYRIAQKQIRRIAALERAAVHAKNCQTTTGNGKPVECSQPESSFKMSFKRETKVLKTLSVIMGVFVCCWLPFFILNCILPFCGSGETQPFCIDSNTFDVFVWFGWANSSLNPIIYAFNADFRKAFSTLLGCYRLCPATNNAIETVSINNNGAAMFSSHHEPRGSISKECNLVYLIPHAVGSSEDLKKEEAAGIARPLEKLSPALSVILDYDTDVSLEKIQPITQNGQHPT
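Kinetic fluorescence of a calcium dye serves as the read-out. D1-expressing Hek293 Trex cells, induced overnight at 30 C, are exposed to compound for 180 s before an EC80 dopamine addition, then read 180 s further.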
D2 potentiator – positively modulates the human D2 dopamine receptor allosterically | AID 485347 | HEK293 T-REx D2, calcium flux, EC20 dopamine potentiation | potentiation, % at 10 µM | actives 0.34% (n = 340,000);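 active = potentiation over 3 SD above the plate norm, cut at about 30% in these data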; note: 0% is about no effect
Target sequence (P14416 whole entry, looked up): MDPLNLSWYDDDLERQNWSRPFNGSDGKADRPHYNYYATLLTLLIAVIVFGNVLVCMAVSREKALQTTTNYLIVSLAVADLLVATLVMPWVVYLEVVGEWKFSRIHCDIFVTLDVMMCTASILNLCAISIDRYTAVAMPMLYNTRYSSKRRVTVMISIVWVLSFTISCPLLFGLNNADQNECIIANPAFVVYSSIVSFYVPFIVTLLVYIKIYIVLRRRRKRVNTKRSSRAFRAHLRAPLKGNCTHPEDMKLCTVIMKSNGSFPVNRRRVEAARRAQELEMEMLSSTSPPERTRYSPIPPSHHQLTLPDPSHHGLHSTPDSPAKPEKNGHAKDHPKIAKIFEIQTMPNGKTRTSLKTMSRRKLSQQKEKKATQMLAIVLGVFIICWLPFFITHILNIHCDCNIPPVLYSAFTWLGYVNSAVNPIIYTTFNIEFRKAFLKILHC
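Cells plated with tetracycline inducer and held overnight at 30 C; calcium dye loaded 30–90 min at room temperature; baseline taken, compound added and read 180 s; EC20 dopamine then added and read 180 s.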
RXFP1 agonist – activates the human relaxin receptor RXFP1. Q9HBX9. HEK293T-RXFP1 cAMP TR-FRET, 30 min; response scale: percent of porcine relaxin response, buffer zero. Potency, µM (doses to about 57.5 µM), for inactives: top-dose activation, hits mostly activators. actives 0.3% (n = 370,000). AID 2676; note: potency is the fitted concentration of half-maximal effect; % is set by controls: 0 for no effect and ±100 for the full control effect; nearly all actives have a fitted effect of over 60% in size; many of its hits are not listed in these tables
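HEK293T cells stably expressing RXFP1 were pretreated with the PDE4 inhibitor Ro 20174, exposed to compounds for 30 min at 37C, lysed, and cAMP was read by TR-FRET. Data normalized to buffer (basal) and 29 nM porcine relaxin (100%).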
D1 agonist – human D1 receptor agonism; P21728; HEK293 T-REx D1 cells, calcium flux, agonist mode; activation, % at 2 µM; actives 1% (n = 360,000); in the data active = activation above about 30%; note: 0% is about no effect
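Inducible HEK293 T-REx D1 cells, force-coupled to calcium signalling, were plated at 4000 cells/well with tetracycline and held overnight at 30 C. After no-wash calcium dye loading, compound-evoked calcium rise over 180 s flagged agonists.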
D1 potentiator – human D1 dopamine receptor positive modulation; AID 504651; P21728; actives 0.036% (n = 360,000); HEK293 TREx D1 cells, calcium flux, dopamine EC20 potentiation; potentiation, % at 10 µM; in the data active = potentiation above about 30%; note: 0% is about no effect
RXFP1 antagonist – blocks the human relaxin receptor RXFP1. HEK293-RXFP1, relaxin-stimulated cAMP HTRF, 30 min; hits give low values. activity change, negative = inhibition, % at 57.5 µM. actives 0.59% (n = 350,000). Q9HBX9;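 active = activity change of -60% or lower, but not beyond a set lower limit; inconclusive = change between -60% and -40%, or beyond the set limit; inactive = change above -40%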; note: % is set by controls: 0 for no effect and ±100 for the full control effect
Vif-APOBEC3F blk – inhibitors of Vif-A3F interaction; HeLa A3F-eYFP + Vif (tagged APOBEC3F with the HIV-1 protein that degrades it), YFP fluorescence increase; Potency, µM (top dose mostly 46.1 µM), for the others: at the highest dose activity, negative = active; actives 0.2% (n = 390,000); note: potency is the fitted concentration of half-maximal effect; % of control where 0% means no effect; nearly all actives have a fitted effect of over 65% in size
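HeLa cells stably expressing A3F-eYFP plus Vif, plated and incubated overnight at 37 deg C, then exposed to compounds overnight at 37 deg C. Blocked degradation read as raised yellow fluorescence (Ex 488/Em 500-530).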
The depositor's hits bear a star; ? = inconclusive; nt = not tested or not shown. Unless noted, calls come from the whole dose curve; as a rule, active = well fitted curve in the direction sought with a large enough effect; inconclusive = small, poorly fitted or top-dose-only effect, or another doubt; inactive = no such curve, though single readings can be large; an effect the other way counts as inactive or inconclusive. A portion of the library; rates above refer to the full screens.

SMILES | Vif-APOBEC3G blk | GRP78 ERSR act | D1 antag | D2 potentiator | RXFP1 agonist | D1 agonist | D1 potentiator | RXFP1 antagonist | Vif-APOBEC3F blk
CCOC(=O)c1ccc(NC(=O)CSc2nnc(CNc3ccc(OC)cc3)n2C)cc1 | 0% | 3% | -1 | 0 | -0.1% | 0 | 0 | 19 | -2%
Cc1ccc(NC(=O)CSc2nccn2C2CCCC2)cc1Cl | 6% | 2% | -7 | 5 | 0.3% | 1 | 2 | -13 | -1%
CN1CCN(C(=O)c2ccc3c(c2)N(Cc2c(F)cccc2Cl)C(=O)c2ccccc2S3)CC1 | 1% | -1% | 7 | -21 | -0.2% | 7 | 0 | nt | 3%
CCOC(=O)C1C(=O)NC(N2CCCCC2)=NC1C(C)C (stereo not drawn) | -8% | -2% | 1 | 20 | 2.7% | 4 | -5 | 11 | 0%
Cc1ccc(C(=O)COC(=O)c2cc(=O)[nH]c3ccccc23)cc1 | 1% | -1% | -11 | 12 | 1.0% | 0 | -3 | 4 | 17%
O=C(NC1CC2CCC(C1)N2Cc1ccccc1)c1ccccc1Br (stereo not drawn) | 4% | -1% | 25 | -22 | 1.2% | 2 | -10 | 8 | 1%
CCOC(=O)c1c(NC(=O)c2c(C)noc2C)sc2c1CCCCC2 | -2% | -5% | 10 | nt | -0.3% | 5 | 3 | -5 | -1%
NC1=NC(=O)/C(=C\c2ccc(O)c([N+](=O)[O-])c2)S1 | 4% | -2% | 14 | 2 | -2.7% | 1 | 5 | 4 | 0%
CCCc1cc(-c2nc(N)ncc2-c2ccc3c(c2)OCCCO3)c(O)cc1OC | 1% | -13% | 23 | 7 | 1.7% | -3 | 4 | nt | 1%
O=S(=O)(c1ccc2c(c1)OCCO2)N1CCN(S(=O)(=O)c2c(F)cc(F)cc2F)CC1 | 0% | -1% | 2 | nt | nt | 3 | 8 | nt | -4%
COc1ccc2c(CC(=O)NCc3cccs3)coc2c1 | -3% | 2% | -4 | 1 | 0.4% | 1 | -5 | -23 | -1%
Cc1ncc([N+](=O)[O-])n1CC(=O)N/N=C/c1ccc(F)cc1 | 2% | -3% | -4 | -6 | 3.8% | 1 | 1 | -5 | -2%
Fc1ccccc1C1c2[nH]c3ccccc3c2CCN1Cc1cccn1-c1ncccn1 (stereo not drawn) | -15% | -2% | -6 | -21 | 0.0% | 1 | -2 | -23 | 12%
O=C(CSc1nc2ccccc2c(=O)n1CCCN1CCOCC1)Nc1ccc(F)c(Cl)c1 | -15% | -2% | nt | nt | nt | nt | nt | -7 | -8%
COC(=O)C(C)Sc1nc2c(cnn2-c2ccc(C)cc2)c(=O)[nH]1 (stereo not drawn) | 2% | 3% | nt | nt | 1.4% | nt | nt | 3 | 2%
COc1ccc(N2C(=O)c3ccccc3NC23C(=O)N(C)c2ccccc23)cc1 (stereo not drawn) | 1% | 0% | 7 | -10 | 1.9% | -2 | -1 | 7 | -5%
Cc1c(Cl)cccc1-n1ncc(C(=O)N2CCN(c3ncccn3)CC2)c1C1CCN(C(=O)OC(C)(C)C)CC1 | 2% | -2% | 0 | 5 | 0.5% | -1 | 0 | -14 | 3%
CN(C)c1ccc(CC(=O)c2nc3ccccc3s2)cc1 | 2% | 0% | 22 | 11 | -1.0% | 1 | 0 | -4 | -2%
O=C1C(Cl)=C(N2CCN(Cc3ccccc3)CC2)C(=O)N1Cc1ccccc1 | 2% | -6% | 16 | -2 | 2.3% | 4 | 1 | 0 | 8%
O=C(CN1CCN(S(=O)(=O)c2ccc(Br)cc2)CC1)c1ccc(O)c(O)c1 | 0% | -4% | -14 | 13 | -0.2% | 5 | 0 | 9 | 7%

10 of these compounds, set out differently:
smiles	Vif-APOBEC3G blk	GRP78 ERSR act	D1 antag	D2 potentiator	RXFP1 agonist	D1 agonist	D1 potentiator	RXFP1 antagonist	Vif-APOBEC3F blk
O=S(=O)(c1ccc2c(c1)OCCO2)N1CCN(S(=O)(=O)c2c(F)cc(F)cc2F)CC1	0%	-1%	2	nt	nt	3	8	nt	-4%
COc1ccc2c(CC(=O)NCc3cccs3)coc2c1	-3%	2%	-4	1	0.4%	1	-5	-23	-1%
Cc1ncc([N+](=O)[O-])n1CC(=O)N/N=C/c1ccc(F)cc1	2%	-3%	-4	-6	3.8%	1	1	-5	-2%
Fc1ccccc1C1c2[nH]c3ccccc3c2CCN1Cc1cccn1-c1ncccn1 (stereo not drawn)	-15%	-2%	-6	-21	0.0%	1	-2	-23	12%
O=C(CSc1nc2ccccc2c(=O)n1CCCN1CCOCC1)Nc1ccc(F)c(Cl)c1	-15%	-2%	nt	nt	nt	nt	nt	-7	-8%
COC(=O)C(C)Sc1nc2c(cnn2-c2ccc(C)cc2)c(=O)[nH]1 (stereo not drawn)	2%	3%	nt	nt	1.4%	nt	nt	3	2%
COc1ccc(N2C(=O)c3ccccc3NC23C(=O)N(C)c2ccccc23)cc1 (stereo not drawn)	1%	0%	7	-10	1.9%	-2	-1	7	-5%
Cc1c(Cl)cccc1-n1ncc(C(=O)N2CCN(c3ncccn3)CC2)c1C1CCN(C(=O)OC(C)(C)C)CC1	2%	-2%	0	5	0.5%	-1	0	-14	3%
CN(C)c1ccc(CC(=O)c2nc3ccccc3s2)cc1	2%	0%	22	11	-1.0%	1	0	-4	-2%
O=C1C(Cl)=C(N2CCN(Cc3ccccc3)CC2)C(=O)N1Cc1ccccc1	2%	-6%	16	-2	2.3%	4	1	0	8%

Later entries.
SMILES | Vif-APOBEC3G blk | GRP78 ERSR act | D1 antag | D2 potentiator | RXFP1 agonist | D1 agonist | D1 potentiator | RXFP1 antagonist | Vif-APOBEC3F blk
CC(=O)c1sc(NC(=O)c2ccccc2)nc1-c1ccccc1 | -2% | 7% | -18 | 16 | 0.6% | 1 | -3 | -1 | 4%
Cc1cc(C)c(S(=O)(=O)N2CCN(C(=O)CCOc3ccccc3C)CC2)c(C)c1 | 0% | -3% | 28 | 0 | -1.3% | 3 | -2 | 2 | 1%
CCc1cccc(C)c1NC(=S)N(CCOC)C(C)c1ccco1 (stereo not drawn) | 2% | -5% | 10 | 1 | -2.5% | 2 | -1 | -14 | 0%
CCN(CC)S(=O)(=O)c1ccc(N2CCOCC2)c(NC(=O)C(=O)c2c(-c3ccccc3)cc3ccccn23)c1 | 0% | 2% | 33 | 5 | -0.6% | 0 | -1 | -8 | -1%
O=C(CSCc1ccccc1)Nc1ccc(Cl)cn1 | 5% | -2% | -11 | -12 | -3.5% | -1 | -5 | 6 | 3%
C=CCc1cccc2cc(NC(C)=O)c(=O)oc12 | 1% | 2% | -6 | 12 | 0.9% | 2 | 5 | -2 | -7%
CCOc1ccc(NC(=O)CCCCn2c(=O)[nH]c3ccsc3c2=O)cc1 | -5% | -1% | -16 | 15 | 3.1% | 0 | -8 | -33 | -8%
O=C(C1=C[C@@H](c2csc3ccccc23)C[C@@H](OCc2ccc(CO)cc2)O1)N1CCN(Cc2ccc3c(c2)OCO3)CC1 | -12% | -6% | 3 | -1 | -0.1% | 4 | -4 | nt | -3%
O=C(O)c1ccc2c(c1)C(=O)N(CCc1c[nH]c3ccccc13)C2=O | 2% | 8% | -8 | 5 | 5.4% | 1 | -8 | 8 | -2%
O=C(CN(CC1CCCO1)C(=O)CNS(=O)(=O)c1ccc(F)cc1)NCCc1ccccc1 (stereo not drawn) | -4% | -3% | -4 | nt | 2.2% | 3 | -8 | -12 | 10%
CC(C)(C)OC(=O)NC(CO)c1cn([C@@H](Cc2cc3ccccc3[nH]2)C(=O)N2CCN(C(=O)OC(C)(C)C)CC2)nn1 (stereo partly drawn) | -6% | -2% | -19 | 1 | -0.2% | -5 | -1 | nt | 3%
COc1ccc2c(c1)sc(=N)n2C | 2% | -3% | 3 | 0 | 1.0% | 3 | -2 | -16 | 12%
CC(C)c1ccc(CN(C)CC(O)c2ccccc2)cc1 (stereo not drawn) | -2% | -3% | 4 | -17 | 3.2% | 4 | -5 | -22 | -7%
CCCN(CCC)CCNC(=O)Cn1cnc2sc(C)c(S(=O)(=O)N3CCN(c4ccccc4OC)CC3)c2c1=O | -2% | 3% | 0 | -17 | 0.8% | 0 | 0 | -7 | 5%
CC1CN(C(=O)c2cn3ccccc3n2)CC(C)O1 (stereo not drawn) | 1% | 5% | -3 | -2 | 2.4% | 1 | 1 | -6 | nt
Cc1c(C)c([N+](=O)[O-])c(C)c(C)c1N | -4% | -5% | nt | nt | nt | nt | nt | 8 | -5%
Cc1c(NC(=O)CSc2nnc3c4ccccc4n(CCc4ccccc4)c3n2)c(=O)n(-c2ccccc2)n1C | -1% | -2% | 26 | 4 | 1.9% | 3 | 2 | -25 | 0%
O=C(NCc1n[nH]c(=S)n1-c1ccc(F)cc1)c1ccco1 | 2% | -4% | 5 | 10 | 0.5% | 1 | 2 | -13 | -15%
COc1ccc(C(=O)N/N=C/c2sc3ccccc3c2O)cc1 | ? | -4% | 3 | 2 | -1.0% | 23 | -2 | -10 | ?
COc1ccc(CC(=O)OCC(=O)N2CCc3ccccc32)cc1OC | -9% | -4% | -17 | 14 | 0.5% | 1 | 1 | -7 | -3%
COc1ccccc1N1CCN(C(=O)c2cc(-c3ccc(C)cc3)on2)CC1 | 0% | 0% | -45* | 2 | -0.7% | 2 | -4 | -7 | -2%
CN(NC(=O)COc1ccccc1)c1ccccc1 | -2% | -5% | -9 | 1 | -1.3% | 5 | 1 | -1 | -2%
CCCNC(=O)COc1ncnc2sccc12 | 1% | -3% | -12 | 14 | 7.9% | 0 | -4 | 10 | -8%
O=C(CN1C(=O)NC2(CCCCCCC2)C1=O)N1CCc2ccccc2C1 | -3% | -7% | 22 | 2 | 0.7% | 3 | 1 | 6 | 5%
COc1ccccc1C(=O)N/C(=C\c1cn(C)c2ccccc12)C(=O)NCCCn1ccnc1 | -2% | -4% | -17 | -6 | -1.6% | 2 | 0 | 6 | -3%

Compound activity: PubChem BioAssay, National Center for Advancing Translational Sciences (NCATS)
